PMI act satM6P: increases human PMI activity with near-saturating mannose 6-phosphate. AID 1216. coupled PMI enzyme assay, resazurin fluorescence, 20 min; active compounds read high; 1 = untreated enzyme, 0 = substrate-free blank. activation factor at 20 µM. actives 0.34% (n = 190,000). P34949;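 active = activation factor of 2 or more at 20 µM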
Target sequence (P34949 whole entry, looked up): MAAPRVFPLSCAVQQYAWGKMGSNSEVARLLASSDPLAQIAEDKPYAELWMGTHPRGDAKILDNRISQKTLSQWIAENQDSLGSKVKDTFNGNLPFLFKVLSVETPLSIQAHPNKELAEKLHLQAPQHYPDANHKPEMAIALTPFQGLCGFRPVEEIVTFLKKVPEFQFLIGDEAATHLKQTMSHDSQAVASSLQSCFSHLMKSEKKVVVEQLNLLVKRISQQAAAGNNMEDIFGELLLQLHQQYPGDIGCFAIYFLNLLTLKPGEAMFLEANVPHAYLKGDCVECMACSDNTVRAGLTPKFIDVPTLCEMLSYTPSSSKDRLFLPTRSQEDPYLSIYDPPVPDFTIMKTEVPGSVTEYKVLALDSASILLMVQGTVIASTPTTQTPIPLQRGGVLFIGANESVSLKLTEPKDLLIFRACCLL
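Test system: human phosphomannose isomerase with PGI, G6PDH, diaphorase coupling enzymes / Doses: 20 µM compound, 1% DMSO / Times: enzyme reaction with compound 20 min at room temperature / Measured by: Diaphorase-driven resazurin-to-resorufin fluorescence, excitation 544, emission 590 nm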
bIAP inh: blocks bovine intestinal alkaline phosphatase activity | purified bovine IAP, CDP-star luminescence, 30 min | inhibition, % at 20 µM | 190,000 tested, under 10 active | AID 1019;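 active = over 50% inhibition of intestinal alkaline phosphatase at 20 µM in the single-dose screen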
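Incubation: 30 min reaction at room temperature / Material: purified bovine intestinal alkaline phosphatase (IAP) enzyme / Input: enzyme at 1/65,000,000 dilution / Dosing: 20 µM single dose / Signal: CDP-star luminescence signal / Reagent: CDP-star chemiluminescent phosphatase substrate, 30 µM final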
TNAP inh hi DEA: inhibitors of human TNAP at high phosphate acceptor concentration; inhibition, % at 20 µM; purified TNAP, CDP-star luminescence, 1 M DEA; AID 1135; P05186; actives 0.03% (n = 200,000);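 active = over 50% inhibition of tissue-nonspecific alkaline phosphatase at 20 µM in the single-dose screen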;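 note: plate controls were DMSO wells for no effect and EDTA-quenched wells as full inhibition for full effect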
Target sequence (P05186 whole entry, looked up): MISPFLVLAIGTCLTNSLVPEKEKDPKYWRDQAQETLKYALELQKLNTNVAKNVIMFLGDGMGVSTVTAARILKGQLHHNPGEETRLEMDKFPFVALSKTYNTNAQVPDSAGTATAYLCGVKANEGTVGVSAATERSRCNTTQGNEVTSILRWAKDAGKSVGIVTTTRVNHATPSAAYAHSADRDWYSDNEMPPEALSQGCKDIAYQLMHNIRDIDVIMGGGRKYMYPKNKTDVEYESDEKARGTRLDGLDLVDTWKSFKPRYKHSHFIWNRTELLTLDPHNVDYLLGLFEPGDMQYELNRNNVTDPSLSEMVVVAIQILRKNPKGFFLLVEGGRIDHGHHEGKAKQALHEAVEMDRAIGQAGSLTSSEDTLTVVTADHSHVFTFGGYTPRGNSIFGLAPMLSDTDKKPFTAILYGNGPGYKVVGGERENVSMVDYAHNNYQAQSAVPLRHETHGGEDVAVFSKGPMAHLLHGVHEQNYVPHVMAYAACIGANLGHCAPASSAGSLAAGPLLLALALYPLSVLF
Diaphorase act: diaphorase activation or chemical reduction counter-screen; actives 0.005% (n = 190,000); activation factor at 20 µM; Diaphorase/resazurin coupled assay, resorufin fluorescence, 16 min; active compounds read high; 1 = vehicle wells, 0 = NADH-free wells;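 active = diaphorase activity raised at least twofold by the compound at 20 µM; inactive = activation factor below 2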
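System – purified diaphorase enzyme from Clostridium kluyveri · Input – enzyme 0.07 U/mL final · Also added – final NADH 0.114 mM, resazurin 0.1 mM · Measured by – fluorescence of resorufin, 544 nm excitation, 590 nm emission · Timing – 16 min enzyme reaction, ambient temperature · Measure – resorufin increase flagging diaphorase activators or reducers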
PMI act: phosphomannose isomerase (human) activation. actives 0.005% (n = 190,000). purified human PMI, coupled resazurin fluorescence, 20 min; active compounds read high; 1 = vehicle control, 0 substrate-free wells. activation factor at 20 µM;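 active = activation factor of 2 or more at 20 µM, relative to plate controls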
L major viab: reduces viability of Leishmania major promastigotes; resazurin fluorescence viability; inhibition, % at 10 µM; actives 9% (n = 200,000); AID 1063; in the data active = inhibition above about 50%;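 note: promastigotes grown with compound for 44 hours at 28 °C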
Diaphorase inh: inhibits diaphorase or chemically oxidizes, flagging diaphorase assay artifacts. diaphorase resazurin-to-resorufin fluorescence, NADH, 16 min; bacterial (C. kluyveri) enzyme, not human. inhibition, % at 20 µM. actives 0.69% (n = 190,000). AID 1217;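 active = primary screen inhibition at 20 µM above a set limit, cut at about 50% in these data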;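 note: plate controls were DMSO with full reaction for no effect and wells lacking NADH for full effect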
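Test system: bacterial diaphorase enzyme (C. kluyveri); Quantity: 0.14 U/mL diaphorase, enzyme working solution; Times: reaction incubation of 16 min at room temperature; Measured by: fluorescence of resorufin formed from resazurin, Ex 544/Em 590 nm; Benchmarks: positive control minus NADH, DMSO neutral control.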
TNAP act hi DEA: TNAP (human) activation, high acceptor | activation factor at 20 µM | AID 1136 | purified TNAP, CDP-star luminescence, 1 M DEA, 30 min; active compounds read high; 0 = EDTA background, 1 = DMSO-only activity | 200,000 tested, under 10 active | P05186;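 active = activation factor at least 2 at 20 µM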
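Test system – human TNAP · Doses – 20 µM single point · Incubation – 30 min, room temperature · Signal – luminescent substrate turnover signal · Read-out basis – activation factor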
TNAP inh no acc: TNAP (human) inhibition, acceptor-free conditions; P05186; inhibition, % at 20 µM; purified TNAP, CDP-star luminescence, 30 min; actives 0.26% (n = 200,000);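 active = tissue-nonspecific alkaline phosphatase inhibition above about 50% at 20 µM in the single-dose screen, limit read from the data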;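 note: 0% = DMSO negative control and 100% = EDTA positive control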
bIAP act: intestinal alkaline phosphatase (bovine) activation; purified bovine IAP, CDP-star luminescence, 30 min; active compounds read high; fold of DMSO-control signal, blank-subtracted; activation factor at 20 µM; actives 0.17% (n = 200,000);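 active = activation factor of 2 or more at 20 µM, a signal rise over negative controls twice the positive control's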
* = called active by the depositor.

SMILES	PMI act satM6P	bIAP inh	TNAP inh hi DEA	Diaphorase act	PMI act	L major viab	Diaphorase inh	TNAP act hi DEA	TNAP inh no acc	bIAP act
N#Cc1nc(-c2ccc(F)cc2)oc1NCc1ccccc1	0.9	-8	-2	0.7	0.9	0	31	1	-13	1.1
Cc1cccc(CCN(C(=O)Cc2cccs2)C(C(=O)NC2CCCCC2)c2cccnc2)c1 (centres undefined)	0.9	-4	-6	1	0.9	34	-2	1.1	-13	1
Cc1nc2cc(-c3ccc(Cl)cc3)nn2c(NCCN(C)C)c1C	1	-23	-4	1.2	0.9	100*	-25	1	-10	1.2
c1ccc(-c2oc3ncnc(NCCCN4CCOCC4)c3c2-c2ccccc2)cc1	0.9	0	-5	0.8	0.9	100*	24	1.1	-3	1
Cc1cccn2c(=O)c3cc(C(=O)O)n(C)c3nc12	1.1	2	-3	1	1.1	-3	-4	1	-6	1
CCCCOc1cc(=O)[nH]c(=O)[nH]1	1	-4	-2	1	1	-10	0	1	-14	1
CCCc1[nH]nc2c1C(c1cc(OC)cc(OC)c1)C(C#N)=C(N)O2 (centres undefined)	0.9	-2	0	1	0.9	9	1	1	0	1
COc1cc(NC(=O)c2cccc(F)c2)cc(OC)c1OC	0.9	2	-1	1.1	1.1	0	-11	1	-6	1
CCCNC(=O)c1cccc(COc2ccccc2OC)c1	1	7	-5	1	1	8	-1	1	-15	0.9
CCn1c(=O)cc(SCC(=O)Nc2cc(OC)c(OC)c(OC)c2)c2ccccc21	0.9	-8	-4	0.9	0.9	0	11	1	-13	1.1
NCC(=O)NCC(=O)OCc1ccccc1	1.1	8	-6	1	1.1	-2	3	1.1	-14	0.9
CC(=O)c1sc2nc(=O)c(C)nn2c1C	1	13	-7	0.9	1	-8	13	1.1	-13	0.9
O=C(NCCCn1ccnc1)/C(=C\c1ccco1)NC(=O)c1ccco1	1	-8	-1	0.9	1.1	9	6	1	3	1.1
Cc1cc(C)nc(NN=C2CCCC2)n1	0.9	24	6	0.9	0.9	-6	5	0.9	3	0.8
CC(=O)c1c(C)[nH]c(C(=O)N2CCN(c3cc(Cl)ccc3C)CC2)c1C	1	5	-7	0.8	0.9	33	16	1.1	-24	0.9
CCOC(=O)c1[nH]c(C)c(C)c1C	1.1	5	-6	1	1.2	-2	4	1.1	-3	0.9
O=C(NCc1ccncc1)C(=O)N/N=C/c1ccccc1OCc1ccccc1	0.9	1	-4	0.9	0.9	31	14	1	-41	1
Cc1cccc(NC(=O)C(=O)NCc2ccc3c(c2)OCO3)c1C	0.9	-1	2	0.9	0.8	-4	6	1	-2	1
O=C(Nc1c2c(nc3ccccc13)CCCC2)c1ccccc1F	1	-10	5	1	0.9	-3	5	1	-9	1.1
Cc1cc(Cl)c(S(=O)(=O)NCC2CCCO2)cc1OCC(=O)NC1CCCCC1 (centres undefined)	0.9	10	-1	0.9	1	2	14	1	-10	0.9
CC1CCCCC1NC(=O)c1ccc(S(=O)(=O)N2CCCC2)cc1 (centres undefined)	1.1	-6	-7	0.9	1.1	-3	10	1.1	-10	1.1
O=C(N/N=C\C=C\c1ccc2c(c1)OCO2)C1COc2cc3ccccc3cc2O1 (centres undefined)	1	10	-6	0.9	1	32	14	1.1	-1	0.9
Nc1nc(-c2cccc(NS(=O)(=O)c3ccccc3)c2)cs1	0.9	4	-9	1	0.9	59*	3	1.1	-14	1
CCOC(=O)c1ccc2c(c1)nc(C1CCN(S(=O)(=O)c3cccs3)CC1)n2CC	0.9	2	-8	0.8	0.9	100*	22	1.1	-17	1
COc1ccc(/C=C/C(=O)NC2CCCCCCC2)cc1S(=O)(=O)N1CCOCC1	1	12	2	0.9	1	88*	6	1	-5	0.9

No new results follow: 14 of the compounds above.
SMILES	PMI act satM6P	bIAP inh	TNAP inh hi DEA	Diaphorase act	PMI act	L major viab	Diaphorase inh	TNAP act hi DEA	TNAP inh no acc	bIAP act
NCC(=O)NCC(=O)OCc1ccccc1	1.1	8	-6	1	1.1	-2	3	1.1	-14	0.9
CC(=O)c1sc2nc(=O)c(C)nn2c1C	1	13	-7	0.9	1	-8	13	1.1	-13	0.9
O=C(NCCCn1ccnc1)/C(=C\c1ccco1)NC(=O)c1ccco1	1	-8	-1	0.9	1.1	9	6	1	3	1.1
Cc1cc(C)nc(NN=C2CCCC2)n1	0.9	24	6	0.9	0.9	-6	5	0.9	3	0.8
CC(=O)c1c(C)[nH]c(C(=O)N2CCN(c3cc(Cl)ccc3C)CC2)c1C	1	5	-7	0.8	0.9	33	16	1.1	-24	0.9
CCOC(=O)c1[nH]c(C)c(C)c1C	1.1	5	-6	1	1.2	-2	4	1.1	-3	0.9
O=C(NCc1ccncc1)C(=O)N/N=C/c1ccccc1OCc1ccccc1	0.9	1	-4	0.9	0.9	31	14	1	-41	1
Cc1cccc(NC(=O)C(=O)NCc2ccc3c(c2)OCO3)c1C	0.9	-1	2	0.9	0.8	-4	6	1	-2	1
O=C(Nc1c2c(nc3ccccc13)CCCC2)c1ccccc1F	1	-10	5	1	0.9	-3	5	1	-9	1.1
Cc1cc(Cl)c(S(=O)(=O)NCC2CCCO2)cc1OCC(=O)NC1CCCCC1 (centres undefined)	0.9	10	-1	0.9	1	2	14	1	-10	0.9
CC1CCCCC1NC(=O)c1ccc(S(=O)(=O)N2CCCC2)cc1 (centres undefined)	1.1	-6	-7	0.9	1.1	-3	10	1.1	-10	1.1
O=C(N/N=C\C=C\c1ccc2c(c1)OCO2)C1COc2cc3ccccc3cc2O1 (centres undefined)	1	10	-6	0.9	1	32	14	1.1	-1	0.9
Nc1nc(-c2cccc(NS(=O)(=O)c3ccccc3)c2)cs1	0.9	4	-9	1	0.9	59*	3	1.1	-14	1
CCOC(=O)c1ccc2c(c1)nc(C1CCN(S(=O)(=O)c3cccs3)CC1)n2CC	0.9	2	-8	0.8	0.9	100*	22	1.1	-17	1

Further compounds:
SMILES	PMI act satM6P	bIAP inh	TNAP inh hi DEA	Diaphorase act	PMI act	L major viab	Diaphorase inh	TNAP act hi DEA	TNAP inh no acc	bIAP act
Cn1cnnc1SCC(=O)c1c(N)n(Cc2ccccc2)c(=O)n(C)c1=O	1.1	-9	-4	1	1.3	-2	3	1	-4	1.1
C=CCOc1ccc(/C(O)=C2/C(=O)C(=O)N(CCCn3ccnc3)C2c2cccs2)cc1 (centres undefined)	1	-5	3	1.1	1	-3	-11	1	3	1
NS(=O)(=O)c1ccc(NC(=S)Nc2ccc(S(=O)(=O)N3CCCC3)cc2)cc1	1	20	-5	1.1	0.9	-5	-7	1.1	27	0.8
NS(=O)(=O)c1ccc(CCNC(=O)C2CCN(S(=O)(=O)c3ccccc3)CC2)cc1	1.1	-15	3	1	1.1	-3	0	1	-12	1.2
Cn1c(SCC(=O)OC2CCCCC2)nnc1-c1ccco1	1.1	6	-5	1	1.1	6	-2	1	-6	0.9
CCOc1ccc(NC(=O)c2ccc(N)cc2)cc1	1.1	10	-3	0.9	1	-7	8	1	-12	0.9
Clc1cccc(N2CCN(c3nnnn3-c3ccccc3)CC2)c1	0.9	1	-3	0.8	1	0	16	1	-10	1
Cc1ccc(N2NC(C)(c3cccs3)NC2=S)cc1 (centres undefined)	2.7*	-8	0	0.8	1.6	89*	21	1	8	1.1
C/C(=C\c1ccccc1)CN1CCC(C(=O)N2CCCC(C)C2)CC1 (centres undefined)	1.1	-12	-5	1	1	13	3	1.1	-3	1.1
CC(C)c1ccc(-c2cc(C(=O)NN3CCN(C)CC3)c3ccccc3n2)cc1	1	-10	-1	1	1	8	-1	1	-3	1.1
CC(=O)c1cccc(NC(=O)C2CCN(S(C)(=O)=O)CC2)c1	1	1	2	1	1	-1	-2	1	-4	1
O=C(CSC1=NC(=O)C(Cc2ccccc2)C(=O)N1)NC1CCCCC1 (centres undefined)	0.8	2	-2	0.8	0.9	-1	19	1	-9	1
O=[N+]([O-])c1ccn(-c2nc(-c3cccs3)cc(C(F)(F)F)n2)n1	1.1	8	-5	1	1.1	28	0	1.1	-13	0.9
CN1C(=O)CSc2ccc(NC(=O)NCc3ccco3)cc21	1	6	-2	0.8	1	-1	16	1	-4	0.9
S=C1NC2=C(CCCC2=C2SCCS2)C(c2ccccc2)N1 (centres undefined)	1	-3	2	1	1.1	13	-2	1	-5	1
CC(=O)Nc1ccc(S(=O)(=O)Nc2ccc(F)c([N+](=O)[O-])c2)cc1	1	3	3	0.9	1	1	6	1	0	1
CC(C)(C)OC(=O)N1CCC(C(=O)N[C@H](Cc2ccccc2)C(=O)O)CC1	0.9	7	-4	0.8	0.9	0	18	1	-9	0.9
Cc1ccc(N=Nc2c(N)nn3c(C)cc(C)nc23)cc1	1	-18	10	0.9	0.9	0	7	0.9	-6	1.2
Cc1cc(-c2c(C)[nH]n(-c3ccccc3)c2=O)n(-c2ccccc2)n1	1	-3	-6	0.8	1	-7	23	1.1	-2	1
CCN(CC)N=Nc1[nH]nc2nc(C)cc(C)c12	2*	-11	-8	0.9	1.4	-8	11	1.1	-9	1.1
O=S(=O)(NCc1ccccn1)c1cc(C(F)(F)F)ccc1Cl	1.1	-9	-3	1.1	1.1	-2	-8	1	-12	1.1
Cc1c(Cl)cnc(NC(=O)COC(=O)CCC(=O)c2cccs2)c1Cl	0.9	7	6	0.8	0.9	12	22	0.9	-11	0.9
CCCn1c(SCCN2C(=O)c3ccccc3C2=O)n[nH]c1=O	0.9	33	0	0.8	1	-2	16	1	-12	0.7
COc1ccc(C(=O)CSc2nnc(NC(=O)C3CC(=O)N(c4ccccc4C)C3)s2)cc1 (centres undefined)	1.2	28	0	0.9	1.1	2	9	1	-18	0.7
COc1ccc(N2CCN(C(CNS(=O)(=O)c3cc(F)ccc3F)c3cccnc3)CC2)cc1 (centres undefined)	0.9	3	-1	0.9	0.9	99*	10	1	-8	1

Screening data (PubChem BioAssay)
